mcGAS inh = mouse cGAS inhibition by luminescence. Q8C6L5. recombinant cGAS, Kinase-Glo ATP depletion luminescence. inhibition, % at 12.5 µM. hit rate 0.15% among 160,000;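 note: 0% = negative control wells and 100% = reference inhibitor with no enzyme activity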
hcGAS lum = inhibitors of human cGAS; Q8N884; recombinant h-cGAS, ATP depletion, Kinase-Glo luminescence; inhibition, % at 12.5 µM; hit rate 0.081% among 290,000; AID 1259398;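 note: 0% = vehicle reaction and 100% = reaction without DNA for no activity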
Target sequence (Q8N884 whole entry, looked up): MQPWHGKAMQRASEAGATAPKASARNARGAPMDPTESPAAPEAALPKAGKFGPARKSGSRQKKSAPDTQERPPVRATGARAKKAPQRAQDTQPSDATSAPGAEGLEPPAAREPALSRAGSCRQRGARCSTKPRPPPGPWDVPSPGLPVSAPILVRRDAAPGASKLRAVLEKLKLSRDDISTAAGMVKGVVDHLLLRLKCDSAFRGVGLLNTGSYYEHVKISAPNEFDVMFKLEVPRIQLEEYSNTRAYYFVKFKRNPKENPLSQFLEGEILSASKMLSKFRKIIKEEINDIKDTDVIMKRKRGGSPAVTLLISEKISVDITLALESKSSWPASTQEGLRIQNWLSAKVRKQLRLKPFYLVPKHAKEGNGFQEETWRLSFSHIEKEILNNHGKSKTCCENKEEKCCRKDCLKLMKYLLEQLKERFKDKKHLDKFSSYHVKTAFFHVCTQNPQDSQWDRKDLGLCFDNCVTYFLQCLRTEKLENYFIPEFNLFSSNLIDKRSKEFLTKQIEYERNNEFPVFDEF
NPYLR7 agonist = activates Aedes aegypti NPYLR7 receptor. AID 1259423. hit rate 0.15% among 270,000. activation, % at 10 µM. HEK293T NPYLR7/Galpha15, GCaMP6s calcium fluorescence; in the data active = activation above about 40%;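 note: 0% = vehicle and 100% = reference agonist at the receptor; some compounds past the cut are filed as inactive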
An asterisk follows results filed as active; / = no result given; & = joins results of further samples. Cut-off read from the data, not from the text of the source, unless noted: active = inhibition above about 40%; inactive = the rest.

SMILES | mcGAS inh | hcGAS lum | NPYLR7 agonist
Cc1ccc(C)c(-c2cn3c(C(=O)N(C)Cc4nc(C)no4)csc3n2)c1 | / | -4 | 4
CCSc1nc(CC(=O)N(C)CCc2scnc2C)cs1 | / | -1 | 6
O=C(c1cc(-c2ccc(F)cc2)nn1-c1ccccc1Cl)N1CCC(Cc2ccccc2)CC1 | -4 | 1 | -1
CCc1ccc(C(=O)Nc2ccc(N3CCCC3)c(C(=O)NC(C)C)c2)cc1 | -6 | -1 | -4
CC(N)CCCC(C)(C)O (stereo not given) | -6 | -5&-4&2 | 18&-8&-1
CCOC(=O)Cc1c(C)nc2ncnn2c1N1CCN(c2cccc(C)c2)C(C)C1 (stereo not given) | -7 | -6 | /
O=C(c1ccncc1)N1CCC(n2c(=O)oc3ccc(F)cc32)CC1 | -6 | -2 | -6
CCCC(=O)NCC(=O)N1CCCC1c1nncn1CC(C)C (stereo not given) | / | -1 | 4
CCC(=O)Nc1c(-c2ccc(OC)cc2)nc2cc(C)ccn12 | -9 | -8 | -6
CC(=O)N(c1ccccc1)c1nc(CN2CCN(CC(=O)NC3CC3)CC2)cs1 | / | -3 | 5
CCC(=O)Nc1nc2ccc(NC(C)=O)cc2s1 | / | -1 | -1
COc1cccc(-c2cccc(-c3ccc(NC(=O)CSc4ccccc4)cc3)n2)c1 | -7 | -1 | -6
O=C(c1ccc(Cl)cc1)C1CCN(C(=O)c2cccnc2N2CCCCC2)CC1 | / | -15 | -6
Cc1noc(C)c1CN1C(=O)[C@H]2CC[C@@H]1CN(C(=O)CSCC1CC1)C2 | -8 | -24 | /
COc1ccc(CCN(C)S(=O)(=O)c2ccc(OC)c(N3CCN(C(=O)CCCCCCl)CC3)c2)cc1OC | -3 | 3 | 19
O=C(CC1C[C@@H]2CC[C@H]1C2)N1CCC2(CC1)OCc1ccccc12 (stereo not given in full) | / | 4 | -4
CCCS(=O)(=O)c1c(S(=O)(=O)CCC)c2c3ccccc3ccn2c1C(=O)OC | / | -2 | 13
OCC(Br)C12CC3CC(CC(C3)C1)C2 (stereo not given) | -4 | -10 | /
O=c1[nH]c(SCc2ccc(Cl)cc2)nc2c1cnn2CCO | / | 6 | 6
Cc1ccc(-c2cc(C(F)(F)F)n3ncc(C(=O)Nc4cc(C)on4)c3n2)cc1 | 1 | 2 | 1
COc1ccc(C(=O)N2CCCC2)c(OC2CCN(C(=O)C3=CCCC3)CC2)c1 | / | -3 | 0
CC1CN(Cc2nc3c(c(=O)n(C)c(=O)n3C)n2CCCc2ccccc2)CC(C)O1 (stereo not given) | -6 | -8 | 1
CC(Oc1ncnc2ccccc12)c1ccccc1Cl (stereo not given) | -8 | -8 | 0
Brc1ccc(C2=NN(c3nc(-c4ccccc4)c4ccccc4n3)C(c3ccc(Br)cc3)C2)cc1 (stereo not given) | -5 | -4 | 26

Pulled by compound from the list above:
SMILES | mcGAS inh | hcGAS lum | NPYLR7 agonist
CC(Oc1ncnc2ccccc12)c1ccccc1Cl (stereo not given) | -8 | -8 | 0
Cc1noc(C)c1CN1C(=O)[C@H]2CC[C@@H]1CN(C(=O)CSCC1CC1)C2 | -8 | -24 | /

(further entries)
SMILES | mcGAS inh | hcGAS lum | NPYLR7 agonist
O=c1c2cnc3nc(-c4ccncc4)nn3c2ccn1CCc1c[nH]c2ccc(Cl)cc12 | / | -6 | 2
O=c1[nH]cnc2c1nnn2-c1ccc(OC(F)(F)F)cc1 | / | -10 | -6
O=C(O)c1cc(NCc2ccccc2)nc2ccccc12 | -9 | -1 | -1
Cc1ccc(OCC2CN(C(=O)C(C)NC(=O)OCc3ccccc3)CCO2)cc1 (stereo not given) | 2 | 3 | -11
N#Cc1ccc(COC(=O)c2ccc3c(=O)[nH]c(CN4CCOCC4)nc3c2)cc1 | 0 | 4 | 1
Cc1cccc(NS(=O)(=O)CCc2ccccc2)n1 | / | 4 | -6
CCCCCN1CCc2ccccc2OCC(=O)N(C)[C@@H](Cc2ccc(OCCO)cc2)C1=O | -5 | -2 | 3
COCCNC(=O)C1(C)CCCN(Cc2ccc(OCc3ccccc3)cc2)C1 (stereo not given) | -4 | -5 | 6
O=C(N[C@H]1CCCC[C@H]1C(=O)NNc1ccccc1C(F)(F)F)c1ccccc1 | / | -4 | 7
O=C(NCCCOC1CCCC1)Nc1cnn(CC(F)F)c1 | -12 | -9 | -2
Cc1nc(CCNC(=O)c2ccc(=O)n(C)c2)sc1C | / | -8 | 7
COc1ccccc1CCn1c2c(c(=S)[nH]c1=O)CCC2 | -9 | -6 | 1
O=C1NCC(=O)N2CCN(C(=O)c3ccc(CN4CCCCC4)cc3)CC12 (stereo not given) | -8 | -7 | -1
O=C(Nc1ccc(SCc2ccc(F)cc2)nn1)C1CC1 | / | -2 | -4
Cc1c(O)c(CN2CCCCC2)cc2c1oc(=O)c1ccccc12 | -3 | 0 | -1
COC(=O)Cc1cc(=O)[nH]c(N=C(NC(=O)c2ccccc2)Nc2ccc(Oc3ccccc3)cc2)n1 | -8 | -3 | -11
Cc1ccn(CC(=O)NCCc2c(F)cccc2F)c(=O)c1 | -17 | -8 | 1
NC(Cc1ccc(C(F)(F)F)cc1)c1csc(Nc2ccccn2)n1 (stereo not given) | / | -7 | 7
O=C(NCc1ccccn1)N1CCCC(C2OCCO2)C1 (stereo not given) | / | 3 | 4
CC(NS(=O)(=O)c1ccc2c(c1)n(C)c(=O)n2C)c1cccc(F)c1 (stereo not given) | / | -8 | 5
COC(=O)c1ccc(CN2C[C@@H]3C(C)(C)COc4ccc(OC)cc4[C@]3(CO)C2)cc1 | -8 | 0 | 2
COCC(C)OC(=O)c1sccc1Br (stereo not given) | / | -2 | -3
COc1ccccc1-n1c(-c2ccc(Cl)cc2)cc(C(=O)NCCN2CCCC2)c1C | -4 | -10 | 0
CC(C)Cc1nnc(-c2cc3ccccc3n2CC(=O)NCc2ccccc2)o1 | -9 | -5 | -1
Cc1cc(C(=O)Cn2cc(C(F)(F)F)cc(Cl)c2=O)c(C)n1-c1nccs1 | / | -2 | 2
Cn1ccc(C(=O)N(Cc2ccccc2)c2ccccc2C#N)cc1=O | / | -7 | 8
N#Cc1ccccc1N1CCN2c3ccc([N+](=O)[O-])cc3CC(C(=O)N3CCc4ccccc4C3)C2C1 (stereo not given) | -4 | -1 | /
CCOC(=O)C1(C)CCCCCN1C(=O)c1ccc(SC(F)(F)F)cc1 (stereo not given) | / | -13 | 1
Cn1c(COc2ccccc2)nc2ccccc21 | / | -1 | -1
Cc1ccc(-c2cc(C(F)(F)F)nn2-c2ccc(S(N)(=O)=O)cc2)cc1 | / | -6&-2 | -15&0
COCCCN(CC(=O)N(Cc1ccc(F)cc1)Cc1ccc(C)s1)C(=O)CCc1ccccc1 | -5 | -5 | 9
CN(Cc1ccccc1C(=O)O)C1CC(C)(C)NC(C)(C)C1 | / | -6 | -2
O[C@H]1CC[C@@H]2C[C@@H]1[C@@H](O)CN2CC(c1ccccc1)c1ccccc1 | -5 | -1 | 4
CCOC(=O)c1c(C)[nH]c(C(=O)COC(=O)c2cc(C)oc2C)c1C | / | -9 | 9
CC1CN(C)c2ccccc2N(C(=O)Cn2ccccc2=O)C1 (stereo not given) | -14 | -5 | -1
CC(=O)Nc1ccc(S(=O)(=O)NCc2ccc3[nH]c(C)c(C)c3c2)cc1 | / | -6 | -1

Rewritten field by field: entries from further up.
CCCC(=O)NCC(=O)N1CCCC1c1nncn1CC(C)C (stereo not given)
  mcGAS inh: / | hcGAS lum: -1 | NPYLR7 agonist: 4
CCC(=O)Nc1c(-c2ccc(OC)cc2)nc2cc(C)ccn12
  mcGAS inh: -9 | hcGAS lum: -8 | NPYLR7 agonist: -6
CC(=O)N(c1ccccc1)c1nc(CN2CCN(CC(=O)NC3CC3)CC2)cs1
  mcGAS inh: / | hcGAS lum: -3 | NPYLR7 agonist: 5
CCC(=O)Nc1nc2ccc(NC(C)=O)cc2s1
  mcGAS inh: / | hcGAS lum: -1 | NPYLR7 agonist: -1

More entries follow.
SMILES | mcGAS inh | hcGAS lum | NPYLR7 agonist
COc1ccc(Nc2cc(C)nc(-n3cc([N+](=O)[O-])cn3)n2)cc1 | -7 | -1 | 3
O=c1c(CN(Cc2ccccn2)CC2CCCO2)coc2ccccc12 (stereo not given) | -24 | -5 | 7
COCC(C)NC(=O)NCc1cccc(COC(C)(C)C)c1 (stereo not given) | / | -16 | 2
Cc1ccc(OCC(=O)NNC(=O)COc2cc(C)c(Cl)c(C)c2)cc1 | / | -8 | -2
Cc1ccccc1-c1ncc(CN2CCn3nc(C(=O)NC4CC4)cc3C2)cn1 | -10 | 1 | -1
CC(=O)Cn1c(CN2CCC(C(N)=O)CC2)nc2c1c(=O)n(C)c(=O)n2C | -10 | -7 | 1
COc1ccc2nc(-c3ccc(OC)c(NC(=O)c4ccco4)c3)cn2n1 | -11 | -3 | -9
COc1cccc(C(=O)NCc2nnc3ccc(C(F)(F)F)cn23)c1OC | / | 1 | 3
CCCc1ccc(S(=O)(=O)Nc2cc(Cl)ccc2C(=O)NCc2ccccc2)cc1 | -8 | -6 | 23
CCc1[nH]c2c(CNC(=O)Cc3ccn(C)c3)cc(C)cc2c1C | / | -7 | 8
COc1ccc(OCC(O)CN(Cc2cccn2C)CC2CCCO2)cc1 (stereo not given) | -6 | -4 | 19
Cc1ccccc1C(=O)Nc1ccnn1C1CCN(Cc2ccc(F)cc2F)CC1 | -4 | -8 | -3
Cc1ccc(C(=O)Oc2ccccc2C(=S)N2CCOCC2)cc1 | / | -6 | 2
CCOC(=O)Nc1c(C(=O)Nc2ccc(F)c(Cl)c2)oc2ccccc12 | / | -5 | -3
COc1ccccc1NC(=O)N1CCN(c2c3c(nc4ncnn24)CCCC3)CC1 | 4 | 6 | -1
Cc1cc(C)n(CCC(=O)Nc2cc(Cl)cc(Cl)c2)n1 | / | 1 | 3
Cc1c(CNC(C)c2cn3ccsc3n2)c2ccccc2n1CC(N)=O (stereo not given) | / | 3 | 5
N#Cc1c(Cl)nsc1NCC(O)c1ccc(F)cc1 (stereo not given) | / | 0 | -24
Cc1nnc(CN(C)CCOc2cccc(Cl)c2)o1 | / | -6 | 6
c1ccn2c(Sc3ncnc4sc5c(c34)CCCC5)nnc2c1 | / | 0 | 4
O=C(c1ccccc1)N1N=C(c2cccnc2)CC1(O)C(F)(F)F (stereo not given) | / | -9 | -3
CC(C)c1ccc(CCNC(=O)N2CCN(S(=O)(=O)c3ccccc3)CC2)cc1 | -7 | -6 | 1
O=C1OCCN1CCn1ccnc1-c1cnc(C2CCCCC2)nc1 | / | -5 | -1
CC(=O)c1ccc(NC(=O)CN2C(=O)c3ccccc3C2=O)cc1 | -6 | -5 | -6
Cc1c(C(=O)N2CCN(C(=O)Nc3ccc(Cl)cc3)CC2)cc(-c2ccc(F)cc2)n1-c1ccccc1 | -4 | -14 | -13
COc1ccc(S(=O)(=O)N2CCc3nc(Cc4ccccc4OC)[nH]c(=O)c3C2)cc1 | -5 | -5 | -5
COc1ccccc1-c1cc(C(=O)N2CCC3(CC2)OCCO3)n2nc(-c3ccccc3)cc2n1 | -5 | -8 | -2
CNC(=O)CN(C)C(=O)c1sc2cc(Cl)cc(Cl)c2c1Cl | / | -5 | 1
O=C(c1ccc([N+](=O)[O-])o1)N(CCCN1CCOCC1)c1nc2ccccc2s1 | -8 | -6 | -4
CCOC(=O)Cc1c(C)nc2ncnn2c1N1CCN(CCc2ccncc2)CC1 | -7 | -6 | /
O=C(Nc1nc(CCC(=O)N2CCN(c3ccccn3)CC2)cs1)c1ccc[nH]c1=O | -8 | -4 | -9
CCOc1ccc(S(=O)(=O)NCCOc2ccc(-c3ccc(C)cc3)nn2)cc1 | -8 | -4 | -9
Fc1cccc(C2=NOC(CNCc3ccccc3Cl)C2)c1 (stereo not given) | -5 | -2 | -1
O=C(Cc1cccs1)N[C@@H]1CC[C@@H]2C[C@@H]1[C@@H](O)CO2 | -7 | 0 | 5
O=C(Nc1ccc2c(c1)OCO2)C(C1CCCC1)N1CCN(C(=O)c2cccc(Br)c2)CC1 (stereo not given) | -7 | -7 | 7
CN(Cc1cc2cc(F)ccc2[nH]1)C(=O)C1(Cn2cccn2)CC1 | / | -2 | -5
Cc1ccc(Cl)c(OC(C)C(=O)N2CCNC(=O)C2C)c1 (stereo not given) | / | -4 | -21
CCC(=O)C1=C(c2ccc(Br)cc2)N(C(=O)CC)n2cnnc2S1 | / | -16 | 1
O=C(C1CCOC1)N(Cc1cccnc1)CC1CCN(C2CCCC2)CC1 (stereo not given) | -12 | -7 | 25
C=CCn1c(=NC(=O)c2ccc(C(C)=O)cc2)sc2cc(S(C)(=O)=O)ccc21 | / | -5 | 5
Cc1sc2nc(CCC(=O)N3CCN(CC(=O)N4CCCCC4C)CC3)[nH]c(=O)c2c1C (stereo not given) | -8 | -4 | 3
CC(NC(=O)c1cc2ccccc2oc1=O)c1ccccc1 (stereo not given) | -4 | -8 | -4
O=c1c2nc(N3CCCC3)sc2c(-c2cccs2)nn1Cc1cccc(C(F)(F)F)c1 | -9 | -5 | -1
Cc1ccccc1OCC(O)Cn1cnc2ccc(Cl)cc2c1=O (stereo not given) | -7 | -2 | 7
COc1ccc(CC(=O)Nc2nc(OC)cnc2-c2ccoc2)cc1 | -2 | 1 | -30
O=C(Nc1cccc(-c2cccc(-c3ccc(F)cc3)n2)c1)N1c2ccccc2Sc2ccccc21 | -4 | -3 | 16
CCOC(=O)c1c(NC(NC(C)=O)C(Cl)(Cl)Cl)sc(C(=O)Nc2ccccc2)c1C (stereo not given) | -6 | -5 | 21
COC(=O)c1ccc(COC(CN2CCN(C(=O)NCc3ccccc3Cl)CC2)c2cccc(OC)c2)cc1 (stereo not given) | -8 | -7 | -2

Screening results from PubChem BioAssay.
